NPC1 prom act = activators of NPC1 promoter; actives 2.4% (n = 320,000); AID 485313; Potency, µM (series often up to 9.22 µM), for inactives: at the highest dose activation, usual class: activators; Huh7 NPC1 promoter luciferase reporter, 24 h;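 further: % of control where 0% means no effect; nearly all actives have a fitted effect of over 60% in size; reporter is driven by a mutant NPC1 promoter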
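Luminescence read-out of NPC1 promoter-driven luciferase in stably transfected Huh7 cells; compounds delivered in DMSO and left 24 h at 37C, 5% CO2, qHTS titration format.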
uPA generation = cell surface uPA generation inhibition; actives 0.31% (n = 330,000); AID 540303; Potency, µM (highest dose often 38.3 µM), without a hit: top-dose activity change, negative = inhibition, most hits filed as inhibitors; cell surface uPA generation assay, qHTS; active means well fitted inhibition curve with a large enough effect; inconclusive means small, poorly fitted or top-dose-only effect; inactive means no such curve, though single readings can be large or run the other way; tested in mouse RAW 264.7 cells; further: on the % scale 0 is the no-effect control and ±100 the full control effect; nearly all actives have a fitted effect of over 55% in size
RORg inh = inhibitors of mouse ROR gamma transcriptional activity. Drosophila S2 Gal4-RORgamma UAS-luciferase reporter, 20 h. Potency, µM (titrated, usually from 53.6 µM), inactives show top-dose activity change, negative = inhibition, hits mostly inhibitors. actives 5.4% (n = 310,000); further: on the % scale 0 is the no-effect control and ±100 the full control effect; nearly all actives have a fitted effect of over 60% in size
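Luciferase reporter read in Schneider cells carrying Gal4-RORγ (mouse) and UAS-Photinus luciferase; cells given compound 1 h before 700 uM copper sulfate induction, then incubated 20 h at ambient temperature.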
ELG1 genotox = genotoxicity induction in ELG1-luciferase HEK293T cells; Potency, µM (series often up to 46 µM), inactives show top-dose activity change, positive = activation, hits mostly activators; AID 504466; actives 1.3% (n = 330,000); HEK293T ELG1-luciferase reporter, luminescence, 16 h; further: % of control where 0% means no effect; nearly all actives have a fitted effect of over 60% in size
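After overnight (16 hr) compound treatment at 37 °C, ELG1-luciferase HEK293T cells were lysed with ONE-Glo; luminescence quantified 30 min later at room temperature.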
FLuc modulator = firefly luciferase modulation, counter-screen for miR-21 project | P08659 | purified FLuc, Km substrates, luminescence inhibition | Potency, µM (highest dose often 57.5 µM), for the others: at the top dose activity change, negative = inhibition, usual class: inhibitors | actives 6.9% (n = 360,000) | AID 588342;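 further: plate controls were vehicle for no effect and reference inhibitor for full effect; nearly all actives have a fitted effect of over 55% in size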
Target sequence (P08659 whole entry, looked up): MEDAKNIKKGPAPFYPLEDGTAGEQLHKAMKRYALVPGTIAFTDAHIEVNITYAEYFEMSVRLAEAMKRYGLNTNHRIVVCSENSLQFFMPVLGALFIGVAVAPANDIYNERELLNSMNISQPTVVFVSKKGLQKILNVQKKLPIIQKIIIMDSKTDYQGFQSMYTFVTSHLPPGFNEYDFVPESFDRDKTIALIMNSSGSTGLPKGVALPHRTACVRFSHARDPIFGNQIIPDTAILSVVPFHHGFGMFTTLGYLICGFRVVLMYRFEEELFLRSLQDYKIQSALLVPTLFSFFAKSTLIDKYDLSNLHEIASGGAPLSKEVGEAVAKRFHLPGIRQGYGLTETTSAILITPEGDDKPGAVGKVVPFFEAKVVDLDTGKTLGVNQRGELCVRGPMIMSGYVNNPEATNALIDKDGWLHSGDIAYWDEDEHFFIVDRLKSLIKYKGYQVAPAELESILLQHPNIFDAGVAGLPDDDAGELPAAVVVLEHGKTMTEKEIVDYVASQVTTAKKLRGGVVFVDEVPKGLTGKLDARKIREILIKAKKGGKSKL
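Purified P. pyralis luciferase (10nM final) with 10uM D-luciferin and 10uM ATP (Km levels) in 50mM Tris acetate pH 7.5, 10mM Mg acetate, 0.01% Tween-20, 0.05% BSA; qHTS 6-point titration, ~60 µM downward; luminescence read.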
BRCA1 expr act = increases BRCA1 expression. AID 624202. Potency, µM (top dose mostly 46.1 µM), inactives show top-dose activation, actives largely listed as activators. MCF7-BRCA1-FFLuc reporter, luminescence, 48 h; response scale: scaled: vehicle 0%, 10 µM genistein 100%. actives 1.1% (n = 380,000); further: nearly all actives have a fitted effect of over 80% in size; some results filed as inactive show a strong effect at the top dose
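Using MCF7 cells harboring a BRCA1 firefly luciferase reporter, plated 2 h before compound pinning, the screen measured luminescence after 48 h incubation. Responses were normalized to DMSO and 10 microM genistein, then fitted for concentration-effect.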
VP16 counter = counter-screen for ROR gamma inhibitors: Gal4-VP16 reporter; Drosophila S2 Gal4-VP16 UAS-luciferase, luminescence, 20 h; Potency, µM (series often up to 53.6 µM), for inactives: at the top dose activity, negative = inhibition, actives largely listed as inhibitors; actives 3.5% (n = 310,000); AID 2546;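 further: Gal4-VP16 expression switched on by copper sulfate through the metallothionein promoter; on the % scale 0 is the no-effect control and ±100 the full control effect; nearly all actives have a fitted effect of over 50% in size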
MBNL1-CUG inh = inhibitors of human MBNL1 binding to CUG repeat RNA | Q9NR56 | actives 0.036% (n = 280,000) | Potency, µM (highest dose often 57.5 µM), for the others: at the highest dose activity change, negative = inhibition, actives largely listed as inhibitors | TR-FRET MBNL1-His/biotin-(CUG)12 binding, 665/545 ratio; active means well fitted inhibition curve with a large enough effect in the signal ratio, with a control signal flat, not every such curve was filed as active; inconclusive means small, poorly fitted or top-dose-only effect, or effect the other way, or a change in a side signal; inactive means no such curve, though single readings can be large or run the other way; the % refers to the signal ratio; further: on the % scale 0 is the no-effect control and ±100 the full control effect
Target sequence (Q9NR56 whole entry, looked up): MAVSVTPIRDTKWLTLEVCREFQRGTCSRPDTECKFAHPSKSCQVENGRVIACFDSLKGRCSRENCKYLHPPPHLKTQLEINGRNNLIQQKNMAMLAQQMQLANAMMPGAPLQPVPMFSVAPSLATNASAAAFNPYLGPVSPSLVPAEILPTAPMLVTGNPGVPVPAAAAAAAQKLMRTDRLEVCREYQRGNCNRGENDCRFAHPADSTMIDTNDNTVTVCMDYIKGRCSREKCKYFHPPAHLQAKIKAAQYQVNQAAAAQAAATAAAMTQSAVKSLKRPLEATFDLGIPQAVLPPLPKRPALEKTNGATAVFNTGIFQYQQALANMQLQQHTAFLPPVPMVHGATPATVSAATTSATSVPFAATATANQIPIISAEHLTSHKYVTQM
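Compound titration spanned 92 nM–58 uM against the MBNL1-His/biotin-(CUG)12 complex. After 60 min at room temperature with 5 nM streptavidin-XL665 and 0.055 ng/ul terbium anti-His, ratiometric 665/545 nm emission (Ex 340 nm) normalized to controls.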
Rab9 promoter act = activators of Rab9 promoter. actives 2.8% (n = 320,000). Huh7 Rab9 promoter-luciferase reporter, luminescence, 24 h. Potency, µM (series often up to 9.22 µM), inactives show top-dose activation, negative = inhibition, usual class: activators. AID 485297; further: % of control where 0% means no effect; nearly all actives have a fitted effect of over 60% in size
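Rab9 promoter-driven luciferase in stably transfected Huh7 cells; 1500 cells/well rested 2 h, exposed to compound in DMSO for 24 h at 37 °C, 5% CO2. Luminescence read 10 min after adding luciferase reagent at ambient temperature.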
p53 reactivation = re-activators of mutant p53. H1299 p53-A138V BP100-luciferase reporter, luminescence, 24 h. Potency, µM (highest dose often 92.2 µM), for inactives: at the highest dose activity change, positive = activation, actives largely listed as activators. actives 0.063% (n = 320,000); further: % of control where 0% means no effect; nearly all actives have a fitted effect of over 45% in size
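H1299 (p53-null), stable ts p53-A138V + BP100-Luc; 1000 cells/well, Opti-MEM/10% FBS; cpd 4 pt, 1:5; 24 h, 37 deg C, 5% CO2; detection reagent 10 min RT; luminescence.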
MLL CXXC-DNA inh = MLL CXXC-DNA interaction inhibition. MLL-CXXC / FITC-HOXA9 DNA fluorescence polarization. actives 0.037% (n = 290,000). Q03164. Potency, µM (series often up to 115 µM), for inactives: at the top dose activity change, negative = inhibition, most hits filed as inhibitors; active means well fitted inhibition curve with a large enough effect in the polarisation, with a control signal flat, not every such curve was filed as active; inconclusive means small, poorly fitted or top-dose-only effect, or effect the other way, or a change in a side signal; inactive means no such curve, though single readings can be large or run the other way; the % refers to the polarisation
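Steps: dispense CXXC domain solution (7 uM) → pin compounds or unlabeled HOX-A9 DNA control → 5 min ambient → add FLSN-HOX-A9 solution (50 nM) → spin → 30 min ambient → fluorescence polarization. Tris pH 7.5/NaCl/DTT/BSA buffer.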
Active calls of the source: *; ? = inconclusive; nt = not tested or not shown; [ ] = another dose, or the depositor's remark. Unless noted, the call rests on the fitted dose curve; in most records, active means well fitted curve in the direction sought with a large enough effect; inconclusive means small, poorly fitted or top-dose-only effect, or another doubt; inactive means no such curve, though single readings can be large; an effect the other way counts as inactive or inconclusive. Potency means the concentration at half of the fitted maximal effect.

smiles,NPC1 prom act,BRCA1 expr act,FLuc modulator,RORg inh,VP16 counter,MLL CXXC-DNA inh,MBNL1-CUG inh,ELG1 genotox,uPA generation,p53 reactivation,Rab9 promoter act
O=C(COc1coc(CN2CCc3ccccc3C2)cc1=O)Nc1ccc(F)cc1F,-5%,11%,1%,nt,nt,nt,nt,-5%,0%,3%,-2%
COc1ccc(OCCNC(=O)c2ccccc2Cl)cc1,0%,24%,-6%,-9%,-14%,28%,-9%,4%,-3%,7%,-2%
CCOC(=O)N1CCC(NC(=O)c2cc(COc3ccc(F)cc3Cl)on2)CC1,-5%,-2%,0%,?,-10%,-3%,-9%,-7%,-3%,-6%,-2%
O=C(/C=C1\NC2(CCCC2)Cc2ccccc21)C(=O)N/N=C/c1ccccc1O,-20%,-90%[inhibitor],-2%,-1%,-2%,21%,6%,1%,-5%,?,-24%
Cc1cc(C)n2nc(C(=O)N3CCN(Cc4ccc5c(c4)OCO5)CC3)nc2n1,-5%,-8%,-1%,-1%,1%,-1%,-2%,-2%,1%,3%,0%
COc1ccccc1-n1cnnc1SC(C)C(=O)Nc1cccc([N+](=O)[O-])c1 (stereo not given),-3%,-25%,-5%,12%,-15%,15%,40%,-2%,6%,-10%,2%
Cc1ccc(NC(=S)NNC(=O)CSc2nnc(-c3ccc(Cl)cc3)n2C2CCCCC2)cc1,0%,-32%,4%,11µM*,?,21%,-6%,-1%,1%,-1%,-6%
Cc1cc([N+](=O)[O-])nn1CC(=O)N1c2ccccc2CC1C (stereo not given),-1%,-1%,1%,23%,-1%,3%,?,1%,-1%,-3%,-6%
O=c1cc(CSc2nnc(Nc3ccccc3)s2)nc2sccn12,7%,29%,-10%,?,9%,5%,2%,-13%,6%,4%,-5%
COc1ccc(NS(=O)(=O)c2ccc(N3CCOCC3)c(NC(=O)c3ccc(OC)cc3)c2)cc1,-5%,-51%,5%,9%,-6%,11%,2%,-2%,-1%,-12%,-9%
CCOc1ccc(NS(=O)(=O)c2ccc(NC(=O)c3cccnc3)c(OC)c2)cc1,-6%,-16%,-3%,16%,-6%,-3%,1%,-4%,-1%,-2%,0%
CC(NC(=O)NC(=O)c1cccc([N+](=O)[O-])c1)C1CC1 (stereo not given),15%,51%,2%,13%,-2%,11%,12%,?,-2%,16%,9%
CC(CN1CCCC1)OC(=O)C(c1ccccc1)c1ccccc1 (stereo not given),0%,-11%,0%,2%,-5%,4%,2%,1%,11%,-2%,11%
O=C(Nc1ccc2c(c1)OCO2)C1CCCN(S(=O)(=O)Cc2ccccc2)C1 (stereo not given),-3%,-29%,6%,5%,-3%,-2%,0%,0%,5%,-3%,-7%
O=C(CSc1nc2ccccc2[nH]1)Nc1ccccc1F,-1%,7%,3%,23%,-6%,-1%,-3%,5%,-3%,-5%,-4%
CC(=O)Nc1nnc(CCS(=O)(=O)c2ccc(C)c(C)c2)s1,3%,-2%,-1%,7%,1%,-8%,-4%,1%,-5%,6%,9%
Nc1cc2c(cc1C(=O)c1ccccc1F)OCCO2,-3%,-16%,2%,7%,0%,-1%,?,-1%,6%,9%,-2%
CCOc1ccc(CN(C)CC(=O)Nc2ccc3c(c2)CCC3)cc1OC,-6%,-26%,0%,?,?,9%,-10%,-9%,-5%,-5%,-2%
COc1ccc(Cl)cc1S(=O)(=O)NC1CC(C)(C)NC(C)(C)C1,-6%,-14%,0%,21%,1%,-5%,1%,-4%,3%,5%,0%
CCCCCn1nc(C(=O)N(CCOC)c2c(N)n(CCCC)c(=O)[nH]c2=O)c2ccccc2c1=O,-1%,-24%,-1%,nt,nt,nt,nt,4%,2%,-1%,-7%
CCOc1ccc(NC(=S)NCc2ccc3[nH]c(C)cc3c2)cc1,7%,2%,-10%,2.5µM*,10µM*,7%,-24%,-5%,8%,5%,17%
COCC(C)NC(=O)CSc1nc2ccccc2c(=O)n1CCc1ccc(S(N)(=O)=O)cc1 (stereo not given),-3%,-5%,0%,23%,-4%,3%,-3%,-17%,11%,-8%,1%
CN(Cc1ccccc1)S(=O)(=O)c1csc(C(N)=O)c1,-4%,-16%,-1%,4%,-1%,-9%,-3%,-1%[9.26 µM],3%,-6%,0%
Cc1c(NC(=O)C(C)OC(=O)c2ccc(NC(=O)CC#N)cc2)c(=O)n(-c2ccccc2)n1C (stereo not given),-5%,0%,2%,nt,nt,nt,nt,-1%,1%,-8%,-3%
COc1ccc(C(CNC(=O)CCNS(=O)(=O)c2ccc(Br)cc2)N2CCCC2)cc1 (stereo not given),-2%,6%,-4%,nt,nt,nt,nt,0%,8%,3%,-7%
Cc1[nH]c2ccccc2c1C(=O)CN1CCN(c2ccc(Cl)cc2)CC1,-3%,-6%,0%,8%,7%,-7%,3%,-1%,3%,0%,-3%
Cc1nnc(NC(=O)c2ccccc2F)s1,4%,71%,?,27%,4%,10%,-7%,?,-8%,?,-6%[1.84 µM]
O=C(NCc1cc(Br)cc(Br)c1OC(=O)c1ccccc1[N+](=O)[O-])c1ccccc1,2%,-65%,4%,104%,2%,?,-4%,-14%,-3%,?,0%
O=C(CN(Cc1ccccc1)C(=O)c1ccc2c(c1)OCCO2)NCc1ccc2c(c1)OCO2,0%,-24%,-2%,28%,-11%,-13%,-6%,-8%,-5%,-7%,5%
COc1cc(OC)cc(C(=O)NCc2n[nH]c(=S)n2-c2ccccc2)c1,3%,5%,-11%,26%,3%,1%,-4%,0%,9%,-2%,5%
COc1ccc(Cc2nc(C(=O)Nc3ccccc3)cs2)cc1,?,7%,19µM*,35%,13%,2%,-4%,0%,1%,29%,22%
C=C(C)CN(CC)C(=O)CSc1nc(O)cc(=O)n1C1CCCC1,0%,-30%,-19%,40%,-11%,1%,-7%,3%,2%,6%,0%
O=C(OCn1nnc2ccccc2c1=O)C1COc2ccccc2O1 (stereo not given),-1%,8%,-2%,39%,-11%[0.365 µM],-6%,-4%,-2%,-2%,-7%,-3%
FC(F)(F)c1nc(SCc2ccc(Cl)cc2Cl)n[nH]1,0%,46%,?,-44%,21%,-4%,nt,1%,2%,19%,0%
N#CC1=C2SCN(Cc3ccco3)CN2C(=O)CC1c1cccc2ccccc12 (stereo not given),6%,-2%,?,8%[10 µM],?,1%,4%,-1%,3%,3%,0%
O=C(/C=C/c1ccco1)NCCCN1CCOCC1,-5%,1%,-1%,-3%,5%,1%,-5%,2%,nt,3%,-1%
O=[N+]([O-])c1ccc(O)c(C=Nc2ccc3c(c2)OCO3)c1,7%,21%,-13%,5%,25%,-11%,nt,4%,-4%,12%,12%
CC1(C)CC(NC(=O)COc2cc3oc(=O)c4c(c3cc2Cl)CCC4)CC(C)(C)N1,-9%,0%,0%,-1%,-20%,0%,0%,12%,-5%,11%,-4%
O=C(Nc1nc(-c2ccccc2)c(C(=O)c2ccccc2)s1)c1ccc(S(=O)(=O)N2CCCCC2)cc1,-3%,-5%,3%,?,6%,1%,8%,-13%,2%,-18%,-1%
Cc1ccc(C(=O)OCC(=O)c2ccc(CC(=O)N3CCOCC3)s2)cc1C,2%,21%,24µM*,nt,nt,nt,nt,1%,7%,25%,-4%
CCOc1cccc(CN2CCC(CCC(=O)NC3CC3)CC2)c1O,-2%,0%,14%,-15%,-5%,1%,-2%,1%,15%,nt,-5%
CCC1Sc2ccc(S(=O)(=O)CCC(=O)Nc3cccc(Br)c3)cc2NC1=O (stereo not given),-1%,1%,2%,3%,0%,8%,9%,0%[9.26 µM],-11%,-3%,2%
COc1ccc(CCNC(=O)CNS(=O)(=O)c2cccs2)cc1OC,-2%,-1%,3%,0%,17%,0%,1%,0%,14%,-7%,0%

Screens (PubChem BioAssay)

Only part of the results is shown. The share of hits here may be higher or lower than overall.
